SRC1 TRFRET art = TR-FRET detection interference compounds, primary screen, artefact control for PPARgamma SRC-1 recruitment agonists, biochemical, TR-FRET emission ratio | TR-FRET detection artefact counter-screen; hits give high values | TR-FRET ratio at 8 µM | 0.34% of 99,000 active; in the data active means TR-FRET ratio above about 2300; further: inactives centre near 1800
SRC3 TRFRET art = TR-FRET detection interference compounds, artefact control for PPARgamma SRC-3 recruitment agonists, biochemical, TR-FRET ratio | TR-FRET ratio at 8 µM | TR-FRET artefact counter-screen, PPARgamma/SRC-3 format; hits give high values | 0.39% of 99,000 active | AID 1048, 2008; in the data active means TR-FRET ratio above about 2000; further: inactives centre near 1600
* hit, by the source's call.

SMILES	SRC1 TRFRET art	SRC3 TRFRET art
C=CCn1c(COc2ccc(F)cc2)nnc1SCC(=O)Nc1cccc(S(N)(=O)=O)c1	1972	1531
O=C(COCC(=O)N/N=C/c1ccc(F)cc1)N/N=C/c1ccc(F)cc1	1904	1657
CCOc1cc(N2CCOCC2)c(OCC)cc1NC(=O)COc1ccc2ccc(=O)oc2c1	1751	1639
O=C1C2C(C(=O)N1/N=C/c1ccc(N3CCCCC3)o1)C1C=CC2C12CC2 (centres undefined)	1879	1699
CCCCC(=O)C1CCN(Cc2ccccc2)CC1	1866	1526
c1csc(CNCc2ccncc2)c1	1463	1428
CCCCNC(=S)N/N=C/c1ccc(OCC(=O)Nc2c(C)cc(C)cc2C)c(OC)c1	1998	1741
CCOC(=O)C1=C(C)N(CCCCCC(=O)O)C(=O)NC1c1ccccc1Cl (centres undefined)	1840	1689
CN(C)c1ccc(C2CC(c3ccccc3)=Nc3nc(-c4ccccc4)cn32)cc1 (centres undefined)	1519	1571
S=c1[nH]nc(Nc2ccccc2)s1	1837	1828
CCSc1nnc(NC(=O)CSC2=NCCS2)s1	1821	1701
COc1ccccc1CNc1ccc2nnc(CCNC(=O)c3ccc(C)cc3)n2n1	1951	1689
CC(Sc1nc2ccccc2s1)C(=O)NCc1ccc2c(c1)OCO2 (centres undefined)	1920	1648
Cc1ccc(C(=O)OC(C)CN2CCOCC2)cc1 (centres undefined)	1587	1502
CCOC(=O)c1c(NC(=O)CN2CCCc3ccccc32)sc(C)c1CC	1732	1716
CCNc1nc(OC)nc(N2CCC(Cc3ccccc3)CC2)n1	1907	1596
O=C(COc1ccc(Cl)cc1)NCc1nnc(SCC(=O)NCC2CCCO2)o1 (centres undefined)	1847	1705
CC(C)C(=O)N1CCN(c2ccccc2NC(=O)c2cc([N+](=O)[O-])ccc2N2CCOCC2)CC1	1623	1505
COc1cc(/C=N/NC(=O)COc2c(C)cc([N+](=O)[O-])cc2C)ccc1OC(=O)c1ccccc1Br	1737	1465
Cc1ccc2c(c1)nnn2C1CCN(C(=O)C2CCCCC2)CC1	1880	1516

SMILES	SRC1 TRFRET art	SRC3 TRFRET art
CCC(=O)Nc1ccc(C(=O)CSc2nnc(-c3ccccc3F)n2CCc2ccccc2)cc1	1955	1573
CCC(C(=O)NC(C)(C)C)N(C(=O)c1ccc(Cl)nc1)C1CCCC1 (centres undefined)	1722	1407
C/C(=N\NC(=O)CSc1ncccn1)c1ccc2c(c1)OCCO2	1683	1604
Cc1nn(C)cc1NC(=O)CC12CC3CC(CC(C3)C1)C2	1832	1900
CSc1ccccc1C(=O)Nc1cc(C)ccc1C	1566	1661
COc1ccc(C(=O)NC(C(=O)NCCc2ccc3c(c2)OCCO3)C(C)C)cc1 (centres undefined)	1822	1442
CCOC(=O)C1(Cc2ccccc2C(F)(F)F)CCN(CC2CC2)CC1	1905	1758
Cc1c(NC(N)=O)c(=O)n(-c2ccccc2)n1C	1727	1738
O=C(O)C1CCN(S(=O)(=O)c2ccc(N3CCOCC3)c([N+](=O)[O-])c2)CC1	1717	1508
O=C(COc1cccc2ccccc12)NCc1cccnc1	2012	1623
CC1CN(Cc2ccccc2)C(C)CC1O (centres undefined)	1919	1611
Cc1noc2ncnc(Oc3ccc(C(C)(C)C)cc3)c12	1880	1612
CCCCNS(=O)(=O)c1ccc2nc(SCC(=O)Nc3ccccc3Cl)[nH]c2c1	1896	1720
COCCC(=O)NNS(=O)(=O)c1ccc(Cl)cc1	1655	1357
CCOC(=O)C1=C(C)NC(=S)N(C=O)C1c1ccccc1 (centres undefined)	1990	1616
COc1ccc(N/N=C(/C)c2cnnc(-c3ccccc3)n2)cc1	1784	1558
Cc1nc2ccccc2c2nc(NC(=O)C(F)(F)F)nn12	1770	1516
CCCCc1noc(-c2c(-c3ccccc3Cl)noc2C)n1	1449	1471
CCCCOc1cccc(C(=O)NC(=S)Nc2cccc(NC(=O)c3ccccc3Cl)c2)c1	1746	1600
CCc1cc2c(=O)c(-c3nc4ccccc4n3C)coc2c(CN2CCOCC2)c1O	1682	1832

SMILES	SRC1 TRFRET art	SRC3 TRFRET art
Cc1cccnc1CCNC(=O)CCc1nnc(CCc2ccccc2)o1	1529	1536
Cc1cc(C)nc(-n2ncc3c2CC(c2ccc(C(C)C)cc2)CC3=O)n1 (centres undefined)	1844	1630
CC(CCc1ccccc1)NCC(O)c1ccc(O)c(C(N)=O)c1 (centres undefined)	1738	1605
CCCCSCCCNC(=S)Nc1ccccc1C	1953	1877
CN(c1ccccc1)S(=O)(=O)c1cccc(C(=O)NCCc2ccc(O)c(O)c2)c1	1992	1573
NC(=O)C1CCN(CC(=O)Nc2ccccc2Sc2ccc(Cl)cc2)CC1	1790	1525
COc1ccc(O)c(/C=N/Nc2nc3ccccc3[nH]2)c1	2218	1959
NC(N)=N/N=C/c1cccc(Cl)c1Cl	1632	1467
O=C(CN1C(=O)C(=O)N(Cc2ccco2)C1=O)NC1CCCCC1	1831	1593
COc1ccc(C(=O)N/N=C/c2ccccn2)cc1OC	1644	1634
CCN(Cc1ccncc1)Cc1cn(C)nc1-c1ccc(Oc2ccccc2)cc1	1692	1594
CC(=O)Nc1ccccc1C(=O)C(=O)Nc1cccc(C(=O)NCc2ccccc2)c1	1946	1578
Cc1cccc(OCC2CCCN(Cc3nc(C4CC4)no3)C2)c1 (centres undefined)	1877	1671
CCOC(=O)c1c(NC(=O)CN2C(=O)NC3(CCCCC3C)C2=O)sc(C)c1C (centres undefined)	1939	1699
COc1cc2c(cc1OC)CN(CC(=O)NC(=O)NCc1ccccc1)CC2	1799	1492
COc1cccc(C2=CC(c3cccc(OC)c3OC)n3nnnc3N2)c1 (centres undefined)	1689	1709
CCCOc1ccc(C(=O)NCCc2ccccc2)cc1	1701	1486
O=C(NNC(=S)Nc1ccccc1)Nc1ccccc1	1598	1476
Cc1ccc(CN2C(=O)N/C(=C/c3ccc4c(c3)n(C)c(=O)n4C)C2=O)cc1	1878	1554
Cc1ccc(S(=O)(=O)N(Cc2ccc(Cl)cc2)c2ccccc2C(=O)NCc2cccnc2)cc1	1911	1764

SMILES	SRC1 TRFRET art	SRC3 TRFRET art
CN(CCC#N)CC(=O)Nc1ccc(S(N)(=O)=O)cc1	1627	1468
O=C(NC(=S)Nc1ccc2c(c1)C(=O)c1ccccc1C2=O)c1ccc(F)cc1	2004	1496
CN(C[C@H](CC1CCCCC1)N(C[C@H](Cc1ccccc1)N(CCc1ccccc1)N=O)N=O)N=O	1775	1667
O=C(CSCCO)Nc1ccc([N+](=O)[O-])cc1	1964	1510
O=C(N/N=C/c1ccc(Br)cc1)c1ccc(Br)o1	1766	1615
CCOc1ccccc1Cn1c(=O)sc2ccccc21	1926	1528
CCOC(=O)NC(=O)/C(N=Nc1ccc(C(F)(F)F)cc1)=C(\C)O	2077	1734
COc1cc(CNC2CCCCC2)c(Br)cc1OC1CCCC1	1814	1678
Cc1cccc(-n2c(C)cc(/C=C3\C(=N)N4N=C(CC(C)C)SC4=NC3=O)c2C)c1	1883	1530
COc1ccc(Cc2nc(-c3ccncc3)no2)cc1	1555	1373
O=C(Nc1ccc(F)cc1F)NC1CCN(S(=O)(=O)c2ccc(F)cc2)CC1	1623	1372
O=c1c2ccccc2nnn1CSc1nnnn1-c1ccc(O)cc1	1787	1682
CCCn1c(SCC(=O)Nc2ccc3c(c2)CCC3)n[nH]c1=O	1900	1657
CC(=O)NC(CC(=O)N(C)Cc1cccc(Cl)c1Cl)c1ccccc1 (centres undefined)	1973	1380
Cc1ccc(Nc2cc(=O)[nH]c(=O)[nH]2)cc1Cl	1806	1380
O=C(O)CC1Oc2ccc(Cl)cc2NC1=O (centres undefined)	1900	1659
CCc1ccccc1NC(=O)COc1cccc2ccc(C)nc12	1759	1716
COC(=O)CCCC(=O)N1CCCC(C(=O)c2ccc(OC)cc2C)C1 (centres undefined)	1867	1668
CCN(c1ccccc1)S(=O)(=O)c1ccc(C(=O)Oc2ccc(C(C)=O)cc2)cc1	1763	1589
Cc1ccc2[nH]c(=O)c3cc(C(=O)NCC4CCCO4)sc3c2c1 (centres undefined)	1774	1579

Molecules shown so far containing a tert-butyl group (2):
SMILES	SRC1 TRFRET art	SRC3 TRFRET art
CCC(C(=O)NC(C)(C)C)N(C(=O)c1ccc(Cl)nc1)C1CCCC1 (centres undefined)	1722	1407
Cc1noc2ncnc(Oc3ccc(C(C)(C)C)cc3)c12	1880	1612

Exported with values under each structure: entries from further up.
Value order: SRC1 TRFRET art, SRC3 TRFRET art
Cc1cccnc1CCNC(=O)CCc1nnc(CCc2ccccc2)o1
  1529, 1536
Cc1cc(C)nc(-n2ncc3c2CC(c2ccc(C(C)C)cc2)CC3=O)n1 (centres undefined)
  1844, 1630
CC(CCc1ccccc1)NCC(O)c1ccc(O)c(C(N)=O)c1 (centres undefined)
  1738, 1605

(further entries)
SMILES	SRC1 TRFRET art	SRC3 TRFRET art
Cc1nnc(SCC(=O)N(C)C2CCCCC2)s1	2106	1641
COc1ccc(/C(C)=N/N=C2/NC(=O)CC(C(=O)O)S2)cc1 (centres undefined)	1477	1614
O=c1[nH]c(CSc2nnc(Cc3ccccc3)o2)nc2ccccc12	1869	1605
O=C(OCC(=O)N1CCCCC1)c1ccccc1SCC(=O)N1CCCCC1	1483	1325
C=CCn1c(SC)nnc1-c1cccc([N+](=O)[O-])c1	1703	1680
O=C(NCc1ccc(N2CCCC2=O)cc1)c1cn(CCc2ccccc2)nn1	1838	1773
O=c1ccc2ccc(Oc3ccc([N+](=O)[O-])cc3[N+](=O)[O-])cc2o1	1645	1535
COc1cccc(CNc2ncn[nH]2)c1OCc1ccccc1F	1800	1373
CCOC(=O)c1[nH]ncc1CN1CCCC(C(=O)c2ccc(OC)cc2C)C1 (centres undefined)	1737	1620
O=C(CCCN1C(=O)c2cccc3cccc(c23)C1=O)N1CCN(c2ccccc2O)CC1	1602	1511
OCc1n[nH]c(CO)n1	1771	1804
CCN(CC)c1ccc(C(=O)OCc2c(C)noc2C)cc1	1690	1573
COC(=O)c1ccc(NC2c3ncccc3C(=O)N2Cc2cccs2)cc1 (centres undefined)	1540	1630
CC(C(=O)OCc1nnc(-c2ccccc2)o1)N1C(=O)c2ccccc2C1=O (centres undefined)	1535	1336
CCN(CC)c1ccc2cc(S(=O)(=O)c3ccc(C)cc3)c(=O)oc2c1	2124	1394
CCOC(=O)c1c(NC(=O)CCN2C(=O)c3cccc([N+](=O)[O-])c3C2=O)sc(C(=O)OC(C)C)c1C	1942	1607
COCC(C)N=C1NN=C(c2c[nH]c3ccccc23)CS1 (centres undefined)	1662	1368
CC(C)c1ccc(COc2ccc(C(=O)N3CCOCC3)cc2)cc1	1955	1578
O=c1c2ccccc2c(/C=N/c2nnc(Cc3ccccc3)s2)c(O)n1-c1ccc(Cl)cn1	1874	1556
CCN(CC)c1ccc(S(=O)(=O)Nc2cc(Cl)ccc2Cl)cc1NC(=S)NC(=O)C1CCCC1	1811	1687

Sorted by length of the SMILES (lowest first): part of the list above
SMILES	SRC1 TRFRET art	SRC3 TRFRET art
COC(=O)c1ccc(NC2c3ncccc3C(=O)N2Cc2cccs2)cc1 (centres undefined)	1540	1630
CCN(c1ccccc1)S(=O)(=O)c1ccc(C(=O)Oc2ccc(C(C)=O)cc2)cc1	1763	1589
O=c1c2ccccc2c(/C=N/c2nnc(Cc3ccccc3)s2)c(O)n1-c1ccc(Cl)cn1	1874	1556

Other results.
SMILES	SRC1 TRFRET art	SRC3 TRFRET art
C#CCOCCOCCOCCNc1nc(N2CCN(C(=O)[C@H](Cc3ccc(O)cc3)n3cc([C@@H](N)C(C)CC)nn3)CC2)nc(N2CCN(C(=O)[C@H](CCCCN)n3cc([C@@H](N)CC(C)C)nn3)CC2)n1 (some centres undefined)	1648	1593
Nc1nc(SCC(=O)NCCOCCO)nc2sc3c(c12)CCCC3	1653	1721
CCOC(=O)CSc1ccc(S(=O)(=O)N2CCCC2)cc1[N+](=O)[O-]	2141	1527
Cc1[nH]c2ccccc2c1C(=O)CSc1n[nH]c(N)n1	1893	1817
CC1CCC(C(C)C)C(OCC(O)C[N+]2(C)CCCCC2)C1 (centres undefined)	1642	1437
CCC(=O)N1CCN(c2ccc(NC(=S)NC(=O)COc3ccccc3)cc2)CC1	1616	1568
Cc1ccc(-c2cn(-c3ccccc3)c(SCC(N)=O)n2)cc1C	2019	1619
Cn1c(SCC(=O)Nc2cc(C(C)(C)C)nn2-c2ccccc2)nc2ccccc21	1817	1538
Cc1ccc(/C=N/NC(=O)c2ccccn2)s1	1659	1537
CSC1=NCCN1S(=O)(=O)c1ccccc1	1989	1512
CC(CSc1nnnn1-c1ccccc1)Cn1c(N2CCCC2)nc2c1c(=O)[nH]c(=O)n2C (centres undefined)	1814	1374
O=C(O)CCCCC1CCSS1 (centres undefined)	1533	1540

An excerpt; count on the stated rates, not on these rows.
